Compound activity (PubChem)
BCLXL inh: inhibitors of human Bcl-xL, primary screen, biochemical, fluorescence polarization, HTS | Bcl-2-like protein 1 (Homo sapiens), Q07817 | GST-Bcl-xL / FITC-Bim BH3 peptide fluorescence polarization | inhibition, % at 10.9 µM | 320,000 tested, 0.7% active;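 active = inhibition above the mean of all tested compounds plus 3 SD, cutoff set per campaign, cut at about 30% in these data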;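 note: 0% = DMSO wells and 100% = unlabeled Bim-BH3 peptide competitor; inhibitors lower millipolarization by displacing the labeled peptide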
GSTO1 inh: inhibitors of recombinant GSTO1, primary screen, counter-screen for RBBP9 inhibitor project, biochemical, fluorescence polarization; Glutathione S-transferase omega-1 (Homo sapiens), P78417; activity-based probe fluorescence polarization; inhibition, % at 5.96 µM; 300,000 tested, 1.1% active;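 active = inhibition above the campaign mean inhibition plus 3 SD, cut at about 35% in these data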;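 note: 0% = GSTO1-1 with DMSO and 100% = wells lacking GSTO1-1 enzyme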
Target sequence (P78417 whole entry, looked up): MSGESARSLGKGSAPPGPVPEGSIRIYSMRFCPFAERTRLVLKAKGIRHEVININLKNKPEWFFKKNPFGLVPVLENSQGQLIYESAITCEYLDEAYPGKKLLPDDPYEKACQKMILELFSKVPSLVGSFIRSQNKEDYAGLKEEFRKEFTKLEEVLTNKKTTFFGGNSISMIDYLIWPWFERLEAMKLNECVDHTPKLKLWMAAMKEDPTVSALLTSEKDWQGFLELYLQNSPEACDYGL
TPT1 inh: Candida albicans TPT1 enzyme inhibitors, primary screen, biochemical, fluorescence polarization. 300,000 tested, 0.81% active. recombinant caTPT1, FP RNA substrate dephosphorylation. inhibition, % at 5 µM. tRNA 2'-phosphotransferase TPT1 (Candida albicans SC5314). AID 1962, 2009;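 active = inhibition above the mean of all tested compounds plus 3 SD, set per screening campaign, cut at about 24% in these data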;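 note: plate controls were DMSO alone for no effect and ferristatin control at 100 nM for full effect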
GLD-1 TGE inh: GLD-1/TGE RNA complex disruptors, primary screen, biochemical, fluorescence polarization | 320,000 tested, 0.44% active | Female germline-specific tumor suppressor gld-1 (Caenorhabditis elegans), Q17339 | purified GLD-1 + fluorescein TGE RNA | inhibition, % at 5.96 µM;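 active = percent inhibition above a per-plate cutoff, the plate mean of test compounds plus 3 SD, cut at about 30% in these data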;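 note: 0% = DMSO wells with GLD-1 and probe and 100% = wells lacking GLD-1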
MCL1 BIM primary: inhibitors of MCL1 binding to BIM-BH3, primary screen, biochemical, fluorescence polarization; inhibition, % at 10.9 µM; 320,000 tested, 0.68% active; AID 2057, 2009; GST-MCL1 / FITC-Bim-BH3 fluorescence polarization; Induced myeloid leukemia cell differentiation protein Mcl-1 (Homo sapiens), Q07820;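 active = inhibition above the mean inhibition of all tested compounds plus 3 SD, set per campaign, cut at about 40% in these data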;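 note: 0% = DMSO wells and 100% = unlabeled Bim-BH3 peptide control; higher means more loss of mP so more displacement of Bim peptide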
PME-1 inh: PME-1 inhibitors via competitive probe labeling, primary screen, biochemical, fluorescence polarization, FP-Rh probe, HTS; Protein phosphatase methylesterase 1 (Homo sapiens), Q9Y570; inhibition, % at 5.9 µM; recombinant PME-1; 320,000 tested, 0.53% active;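 active = inhibition above the campaign mean of all compounds plus 3 SD, cut at about 26% in these data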;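 note: competitive labeling of PME-1 active site by serine hydrolase directed probe; 0% = PME-1 with DMSO and 100% = wells lacking PME-1 enzyme; inhibitors block probe labeling so polarization falls and inhibition rises; many of its hits are not listed in these tables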
PAD4 FP inh: human PAD4 inhibitors, primary screen, biochemical, fluorescence polarization, 1536-well format | 330,000 tested, 0.41% active | recombinant PAD4, RCA probe fluorescence polarization | inhibition, % at 6.36 µM;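 active = percent inhibition above a cutoff equal to the mean of all tested compounds plus 3 SD, cut at about 15% in these data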;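 note: 0% = PAD4 with RCA probe and DMSO and 100% = probe without PAD4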
Target sequence (Q9UM07 whole entry, looked up): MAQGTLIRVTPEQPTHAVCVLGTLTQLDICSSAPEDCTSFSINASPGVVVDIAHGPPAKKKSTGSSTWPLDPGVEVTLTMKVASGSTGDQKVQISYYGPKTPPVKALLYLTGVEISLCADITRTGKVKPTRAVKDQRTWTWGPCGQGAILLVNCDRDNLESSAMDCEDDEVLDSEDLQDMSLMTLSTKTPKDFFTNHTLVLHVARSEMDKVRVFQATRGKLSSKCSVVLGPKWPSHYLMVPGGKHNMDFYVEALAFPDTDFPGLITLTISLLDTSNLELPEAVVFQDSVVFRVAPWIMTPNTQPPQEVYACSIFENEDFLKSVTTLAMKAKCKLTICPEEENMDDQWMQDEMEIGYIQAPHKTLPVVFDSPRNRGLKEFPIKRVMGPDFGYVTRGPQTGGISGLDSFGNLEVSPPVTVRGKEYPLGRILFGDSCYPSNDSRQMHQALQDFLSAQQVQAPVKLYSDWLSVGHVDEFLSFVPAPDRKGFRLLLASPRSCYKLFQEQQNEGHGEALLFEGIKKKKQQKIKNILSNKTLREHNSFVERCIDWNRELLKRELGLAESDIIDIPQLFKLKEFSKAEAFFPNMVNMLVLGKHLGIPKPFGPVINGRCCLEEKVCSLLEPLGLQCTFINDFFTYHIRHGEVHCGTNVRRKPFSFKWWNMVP
Fam108B counter: mouse Fam108B serine hydrolase inhibitors, primary screen, counter-screen for RBBP9 inhibitor project, biochemical, fluorescence polarization; recombinant Fam108B, FP-Rh probe fluorescence polarization; inhibition, % at 9.51 µM; 300,000 tested, 0.33% active; AID 1947, 2009;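 active = inhibition above the screen mean inhibition plus 3 SD, computed separately per campaign, cut at about 18% in these data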;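 note: inhibitors lower polarization as less probe binds the enzyme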
MEX-5 binding: MEX-5 zinc finger RNA-binding disruptors – biochemical, C. elegans, fluorescence polarization, MLPCN library, primary screen; 300,000 tested, 0.38% active; activity score (negative = inhibition of binding), % at 10 µM; MEX-5/FITC-TCR2 RNA binding; active compounds read low;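 active = inhibition past about -25% in most replicates, and total fluorescence under double the plate's negative control median, limit read from the data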;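 note: 0% = DMSO and -100% = 5 µM competing unlabeled TCR2 RNA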
The depositor's hits bear a star; . = no result given. The list is partial (hit frequency here may not be typical).

nr	molecule	PAD4 FP inh	MCL1 BIM primary	GSTO1 inh	GLD-1 TGE inh	Fam108B counter	TPT1 inh	BCLXL inh	PME-1 inh	MEX-5 binding
1	COc1ccnc(NCc2ccc(Cl)cc2)c1C#N	1.6	0.2	2.1	6.1	3.3	1.4	-3.0	0.8	1.7
2	O=C(NCCc1ccc(Cl)cc1)C(=O)c1c[nH]c2ccccc12	-0.8	-0.6	-10.4	-5.5	-1.1	-0.7	-0.9	-6.9	1.9
3	N#C/C(=C\c1ccc(Cl)cc1Cl)c1n[nH]c(Cn2cncn2)n1	-4.0	10.9	6.8	2.5	5.7	-1.8	4.9	3.1	-1.3
4	Cc1ccccc1/C=N/Nc1nc2ccccc2c(=O)n1O	-0.6	1.1	19.2	3.3	1.0	-1.3	7.5	1.5	-1.2
5	CCCc1oc(C(=O)O)cc1CN1CCOCC1	-1.6	-3.9	0.2	-10.4	1.9	1.8	0.3	1.1	-3.2
6	CCN(CC)S(=O)(=O)c1cccc(NC(=O)CNc2cccc(S(=O)(=O)N3CCOCC3)c2)c1	2.6	-2.9	8.9	0.3	-1.1	0.0	6.1	5.0	0.2
7	COc1ccc(/C=C(\C#N)C(=O)Nc2cc(S(=O)(=O)N3CCOCC3)ccc2N2CCCC2)cc1	-0.2	0.0	1.9	-5.5	6.5	-2.9	7.0	5.6	0.9
8	O=C(Nc1cccc(F)c1)NC1CCN(Cc2ccccc2)CC1	-0.8	8.8	4.1	-1.3	1.2	-0.3	0.8	-7.2	-1.6
9	CCN(C(=O)CN1c2ccccc2CC1C)c1c(N)n(Cc2ccccc2)c(=O)[nH]c1=O (configuration not stated)	-13.8	-10.7	-1.6	-10.8	-1.2	5.2	-5.6	-1.7	-0.6
10	O=C(NC(=O)N1CCN(c2cccc(Cl)c2)CC1)c1ccccc1	-2.7	-2.3	1.9	1.9	4.5	-4.3	1.2	3.2	-2.1
11	COc1ccc(-c2nc3ccccc3n2Cc2ccccc2)cc1	-0.9	-3.0	2.0	6.8	-1.3	-5.5	2.5	0.7	0.2
12	CC1CCCC(C)N1C(=O)COC(=O)C(Cc1ccccc1)NC(=O)c1cccs1 (configuration not stated)	-3.0	-2.4	1.0	4.9	-1.8	1.2	-4.7	-0.2	0.9
13	N#C/C(=C\c1ccc(Cl)c([N+](=O)[O-])c1)c1ccccn1	7.3	11.3	19.3	-6.5	-5.5	3.3	9.5	4.2	-0.5
14	CC1CCN(c2cc(N3CCOCC3)c(F)cc2[N+](=O)[O-])CC1	-1.5	-4.6	6.7	11.1	1.5	-2.8	2.3	-3.5	1.2
15	CC(C)CCNC(=O)NC(=O)CSc1nnc2ccccn12	-0.4	-1.9	2.4	1.4	0.9	3.1	0.0	-6.8	-1.8
16	COc1ccc(CNC(=O)c2nn(-c3ccccc3)cc2OC)cc1	-1.6	-0.8	13.9	1.1	1.1	-1.1	7.2	-1.7	-1.1
17	Oc1cccc(/C=N/N(Cc2ccccc2)c2ccccc2)c1	-1.1	3.5	10.3	-0.3	1.6	-1.2	9.2	1.5	2.3
18	COC(=O)Cc1ccc(NC(=S)NCCCO)cc1	0.8	8.3	3.5	4.4	1.1	-1.4	-1.1	-0.6	-0.6
19	CCN=C1SCC(=O)N1c1ccc(OC)cc1	-4.0	2.5	1.2	-3.6	-1.6	-0.7	5.4	0.6	-0.1
20	Cc1ccc(C(C(=O)NC(C)(C)C)N(C(=O)c2csnn2)c2cccc(F)c2)o1 (configuration not stated)	-6.0	3.4	3.8	2.4	-1.6	-0.8	5.8	5.5	1.0
21	O=C1N=C(N2CCCC2)S/C1=C\c1ccccc1	5.8	4.3	-4.8	-3.1	-4.7	6.1	2.3	-14.5	0.4
22	COc1ccc([C@@H]2C[C@H](c3ccccc3)Oc3cc(OC)c(OC)c(OC)c32)cc1	-3.1	0.3	3.3	1.0	1.0	-1.6	-2.5	7.5	-2.2
23	Cc1ccc(C)c(S(=O)(=O)Nc2cc3c4c(c2)CCN4C(=O)CC3)c1	-3.8	-0.1	9.9	12.5	5.4	-0.3	0.1	6.1	1.9
24	OCC1(Cc2ccc(Cl)cc2)CCN(Cc2ccc(Oc3ncccn3)cc2)CC1	-7.6	-0.8	9.9	12.0	-2.9	-7.0	5.5	-4.9	-2.6
25	Cc1ccc(C(=O)NCCC(=O)NCc2cc(=O)n(C)c(=O)n2C)cc1	2.3	2.4	3.4	2.0	0.2	-1.0	1.0	5.7	0.4
26	COc1ccc(S(=O)(=O)NNC(=O)C2CC(c3cccnc3)=NO2)cc1 (configuration not stated)	-5.5	5.8	6.8	0.7	-3.7	-3.0	5.6	-3.9	3.5
27	N#C/C(=C(/O)CO/N=C/c1ccccc1Cl)c1nc2ccccc2[nH]1	5.0	-2.4	6.1	-6.8	2.4	0.8	-1.3	8.3	-1.5
28	O=C(Cc1ccc(Cl)cc1Cl)NC1CCCCCC1	-3.0	-1.3	0.9	4.2	0.9	-1.3	3.9	0.0	-0.1
29	COC(=O)CN(c1ccc(C)cc1)S(=O)(=O)c1ccc2c(c1)n(C)c(=O)c(=O)n2C	-3.0	7.1	1.1	-3.2	-2.5	-2.2	9.8	9.4	1.2
30	O=C(CN1CCN(S(=O)(=O)c2ccc(Cl)cc2)CC1)Nc1ccc2c(c1)OCO2	-5.1	4.6	4.2	6.0	-2.5	-2.4	5.8	2.3	-2.9
31	CCC(=O)Nc1ccc2nc(SCC(=O)N3CCOCC3)sc2c1	1.4	-2.4	-2.9	-12.0	0.3	-3.5	-1.2	1.2	-8.6
32	CNCC(O)CN(c1ccccc1)c1ccccc1 (configuration not stated)	-1.0	6.8	-3.0	1.9	5.0	-2.5	6.9	0.5	1.9
33	CCOC(=O)N1CCN(C(=O)C(=O)NNC(=O)COc2ccc(Cl)cc2)CC1	-1.9	-2.0	5.7	-0.3	-1.6	0.1	2.1	1.2	-5.3
34	Cc1ccc2c(=O)cc(C(=O)NC3CCS(=O)(=O)C3)oc2c1 (configuration not stated)	-1.4	1.9	11.5	2.9	-0.5	-0.2	6.5	-1.5	-0.6
35	Cc1cc(C)n(-c2ccc(NC(=O)C3CCCCN3C(=O)c3cc(C)oc3C)cc2)n1 (configuration not stated)	-6.2	-1.4	-0.3	2.4	2.6	0.4	5.4	0.0	-2.0
36	NC(=O)[C@@H]1CCCN1Cc1c(C(=O)N2CCc3ccccc3C2)nc2ccc(Cl)cn12	-2.1	43.2*	0.6	35.6*	-3.3	-7.8	41.2*	4.4	-31.5*
37	COc1cc(-c2cc(C(=O)OCC(=O)Nc3ccc4c(c3)OCO4)c3ccccc3n2)cc(OC)c1OC	2.9	-3.6	-5.8	2.4	-1.7	5.2	2.6	-4.4	4.2
38	Cc1sc2nc(CSCC(=O)NC(C)(C)C)[nH]c(=O)c2c1C	-3.0	0.7	-2.5	-2.8	-2.4	16.4	-0.1	-4.2	1.9
39	O=C(NCCOc1ccccc1)C1CCC(=O)N(CCc2ccc(Cl)cc2)C1 (configuration not stated)	1.0	-5.0	2.6	-7.1	0.2	-3.0	-0.3	4.9	-2.5
40	Cc1ccsc1C(=O)N(C)C1CCS(=O)(=O)C1 (configuration not stated)	1.6	-4.4	.	1.2	.	.	-7.1	0.8	.
41	COc1cc([N+](=O)[O-])ccc1Nc1nc(C)cc(C)n1	-3.1	-2.6	1.3	0.2	-4.2	1.1	2.1	-3.0	-1.0
42	Cn1c2ccccc2c2cc(/C=N/NC(=O)c3ccccc3F)ccc21	-10.2	9.2	-13.3	2.8	-1.1	-0.3	2.5	4.8	1.9
43	CCOC(=O)c1c(NC(=O)c2ccc(S(=O)(=O)N3CCOCC3)cc2)sc2c1CCN(C(C)C)C2	0.0	-7.5	-5.5	-11.4	-0.8	6.0	-1.4	0.8	-3.6
44	COc1ccc(NC(=O)CSc2nnnn2C2CCCC2)cc1	-1.8	5.5	7.7	-6.6	-0.5	-0.4	7.4	1.7	2.2
45	Cc1c(NC(=O)C(=O)/C=C(\O)c2ccc(Cl)cc2)c(=O)n(-c2ccccc2)n1C	-3.0	-4.5	3.0	3.9	4.8	20.8	2.0	-0.4	1.7
46	O=C(Nc1cccc(S(=O)(=O)N2CCOCC2)c1)c1cn(-c2ccccc2)nc1-c1ccc(F)cc1	2.4	9.1	-1.0	5.2	-0.8	-2.3	5.1	4.1	-1.9
47	COc1cccc(OC)c1C(=O)NC(=S)Nc1cc(-c2nc3ccccc3[nH]2)ccc1Cl	-4.2	3.7	-69.3	-2.6	-36.7	-0.7	-3.3	-41.5	-0.2
48	Cc1sc2ncnc(N3CCN(Cc4ccccc4)CC3)c2c1-c1ccc(F)cc1	4.5	5.2	4.0	4.8	2.6	1.4	3.0	-0.3	0.7
49	COc1ccc(NC(=O)c2ccc3c(c2)n(C)c(=O)n3C)cc1	-0.7	-3.4	5.4	-1.6	4.0	1.5	2.5	-2.5	3.0
50	O=C(O)Cn1cc(/C=C2/SC(=O)N(CC(=O)N3CCCCCC3)C2=O)c2ccccc21	-4.5	3.8	1.4	1.3	3.5	-5.1	8.8	-5.9	3.0
51	CC[C@@]12C(=O)N(c3cccc(F)c3)C(=O)N1[C@H](c1ccc(OC)cc1)[C@@H]1C(=O)N(C(C)(C)C)C(=O)[C@@H]12	-1.4	-0.5	0.1	2.2	4.1	-0.5	5.0	-0.3	0.6
52	C/C(=C\c1ccccc1)CN1CCC(C(=O)N2CCC(C)CC2)CC1	-0.2	6.1	-2.6	2.5	2.4	-1.4	3.6	2.1	0.9
53	CCOC(=O)c1nn(-c2cccc(Cl)c2)c2nc(Nc3ccccc3)cc(=O)n12	-5.5	-1.6	-2.3	-1.4	-4.3	-0.5	4.7	-2.7	-0.4
54	CCC(=O)N1CCc2cc(S(=O)(=O)NC(Cc3ccccc3)C(=O)Nc3nccs3)ccc21 (configuration not stated)	-0.5	5.7	7.5	0.9	-1.7	1.1	-1.8	3.0	-1.0
55	COC(=O)c1cc(S(=O)(=O)Nc2cccc(-c3cnco3)c2)oc1C	-5.0	2.6	5.1	4.9	-0.8	2.9	1.3	4.1	-0.9
56	CN1CCN(C(=O)/C=C\C(=O)O)CC1	1.1	-4.3	5.7	0.6	0.3	2.3	1.6	5.4	-2.3
57	CC(=O)c1ccc(-n2c(C)ccc2-c2ccccc2)cc1	-3.2	0.2	-2.0	3.0	1.6	1.0	1.7	-0.2	2.5
58	O=C(NCc1ccccn1)Nc1ccccc1Cl	-3.0	4.5	1.3	1.2	2.7	-1.0	6.2	0.4	0.5
59	COC(=O)c1cc(S(=O)(=O)NCCc2ccc(Cl)cc2)c[nH]1	-1.0	5.1	20.7	9.3	-1.4	-1.5	4.7	-0.1	-0.5
